# T cell modulator: modulators of CD8 T cell-vesicle binding, primary screen, mouse 2C CD8+ T cells, flow cytometry; 330,000 compounds, 0.068% hits; calls only at 7 µM; 2C CD8+ T cell-vesicle binding; stronger effect = lower value; AID 2052, 2009;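 active = response, share of CD8 T cells binding vesicles, and their 90th percentile fluorescence all below set limits, cut at about 80% in these data, passing the limit was not always enough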
#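 Assay system – 2C mouse CD8+ T cells · Also added – QL9-loaded Drosophila micro-vesicles · Timing – Cell–vesicle co-incubation 1.5 h at 37 °C, staining 20 min on ice · Signal – flow cytometry of vesicle-bound cells · Measure – percent CD8+ FL2 mean versus row control · Controls – Peptide-free naked vesicles (low) and QL9 vesicles with 0.7% DMSO vehicle (high)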
# b-catenin transl: modulators of beta-catenin nuclear translocation, primary screen, imaging, HeLa cells, immunofluorescence, high-content. nuclear translocation activity, % at 5 µM. 190,000 compounds, 0.3% hits;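 active = nuclear translocation activity above 50% at 5 µM, with a well cell count of 50 or more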;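 note: per-cell ratio of nuclear to cytoplasmic median beta-catenin stain intensity; plate controls were DMSO negative control for no effect and GSK-3 inhibitor IX positive control for full effect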
#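 assay system = human HeLa cells, endogenous beta-catenin | times = compound treatment 24 h, 37°C, 5% CO2 | detection = Anti-beta-catenin immunofluorescence on PFA-fixed, Triton-permeabilized cells, DAPI nuclei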
# Myeloid diff MLP: induction of myeloid progenitor differentiation, primary screen, cell-based, flow cytometry, MLPCN library. calls only at 10 µM. ER-HoxA9 myeloid progenitors, lysozyme-GFP differentiation. 360,000 compounds, 1% hits. AID 624256, 2012;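 active = normalized GFP-positive differentiation at or above the plate's own cutoff, the solvent-only control mean plus 3 SD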;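 note: cells exposed to compound for four days before flow analysis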
# Lipid droplet: inhibitors of hepatocyte lipid droplet formation, primary screen, imaging, high-throughput imaging, BODIPY stain; AML12 mouse hepatocytes, oleate lipid droplets; inhibition, % at 6.5 µM; 240,000 compounds, 0.4% hits;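 active = lipid droplet intensity inhibited by at least 50%, with more than 500 cells counted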
#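 Assay system: AML12 mouse liver cells | Compound: 6.5 µM single-point dosing | Schedule: Overnight exposure | Technique: Fluorescence imaging, 20x objective, two fields per well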
# MT stabilizer: microtubule stabilizers in HeLa cells, primary screen, imaging, high-content imaging; HeLa tubulin immunostaining HCS, 24 h; share of cells brighter than vehicle mean+2SD; % tubulin-high responders, % at 10 µM; 200,000 compounds, 0.83% hits; AID 2205, 2009;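 active = plate Z-score above 3 for both tubulin-high and condensed-nucleus cell shares, with cell loss under 80%, at 10 µM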;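 note: anti alpha tubulin signal scored within the nucleus-defined area of each cell; some results filed as inactive read as strong as hits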
# human PMI inhibition: inhibitors of human PMI, primary screen, biochemical, fluorescence intensity, coupled assay (AID 1209) | 190,000 compounds, 0.42% hits | purified PMI enzyme, coupled fluorescence intensity; higher % means a stronger effect | Mannose-6-phosphate isomerase (Homo sapiens) | inhibition, % at 20 µM, or IC50 in µM where a hit was titrated; in the data active = inhibition above about 50%;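 note: plate controls were DMSO vehicle for no effect and wells lacking substrate for full effect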
# Dynein transport: inhibitors of GR-EGFP nuclear translocation, primary screen, dynein cargo transport inhibitor project, imaging, high-content, 3617.4 mouse cells. test concentration mostly 20 µM; stimulated with dexamethasone, 1 µM; stronger effect = lower value. z-score, hits read low. 220,000 compounds, 0.47% hits;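 active = plate z-score of nuclear minus cytoplasmic receptor signal below a set negative limit, without overly bright fluorescence or cell loss, cut at about -3.5 in these data, passing the limit was not always enough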;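 note: z-score of nuclear minus cytoplasmic ring GR-EGFP intensity difference per well; some compounds called inactive have numbers as strong as hits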
#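 Also added: dexamethasone, 1.0 µM final. Medium: tet-free, stripped-serum medium. Detection: fixed, Hoechst-stained cells imaged at 10x for EGFP. Read-out: nuclear-to-cytoplasmic GR-EGFP distribution per well. Times: induction 48 h, compound 1 h, agonist 30 min.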
# Insulin prom up: insulin promoter activators in MIN6 cells, imaging, high-content screening, mouse beta cells; 190,000 compounds, 0.3% hits; AID 1625, 2009; MIN6 insulin promoter-GFP reporter; stronger effect = higher value; z-score at 5 µM;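 active = z-score above 3 at 5 µM with at least 500 cells counted in the well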
# TNAP activation fold: human TNAP enzyme activators, primary screen, biochemical, luminescent, no phosphate acceptor, uHTS (AID 1001); Alkaline phosphatase, tissue-nonspecific isozyme (Homo sapiens); purified TNAP, luminescent activation assay, no phosphate acceptor; higher activation fold means a stronger effect; activation fold at 20 µM; hits with a dose series show EC50 in µM; 200,000 compounds, 0.03% hits; in the data active = activation fold from about 3, or a potency from the dose series; inactive = the rest, 99 in 100 with activation fold below about 1.6; note: many of its hits are not listed in these tables
# Dynein transport cytoplasmic EGFP: second read-out of Dynein transport, no call of its own (marks repeat the call); z-score; measured here: cytoplasmic GR-EGFP intensity; stronger effect = higher value
# Dynein transport nuclear GR-EGFP: also measured in Dynein transport; calls as there; z-score; measured here: nuclear GR-EGFP intensity;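 lower value marks the stronger effect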
# Dynein transport cell count: also measured in Dynein transport; calls as there; z-score; measured here: cell count per field
# Insulin prom up cell count: recorded beside Insulin prom up, whose call it bears; cell count; measured here: cytotoxicity, nuclei count;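 total cells summed across four imaged fields per well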
# Lipid droplet cells 6.5 µM: also measured in Lipid droplet; calls as there; cell count; measured here: cell count, cytotoxicity flag;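 cells counted across two imaged fields per well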
# b-catenin transl cell count 5 µM: also measured in b-catenin transl; calls as there; cell count; measured here: cell count, cytotoxicity flag
# T cell modulator vesicle-bound %: second read-out of T cell modulator, no call of its own (marks repeat the call); double positive events, %; measured here: CD8+ vesicle-bound cell fraction;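 binding gate set so that unloaded-vesicle control wells show 10% double positive cells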
# MT stabilizer Hoechst-high %: second read-out of MT stabilizer, no call of its own (marks repeat the call); % Hoechst-high responders; measured here: nuclear condensation Hoechst responders;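 share of cells brighter than vehicle mean plus two SD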
# MT stabilizer cytotoxicity %: further read-out of MT stabilizer, marked with its call; toxicity, %; measured here: cytotoxicity by cell density;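 0% = mean cell density of plate MIN control wells and 100% = no cells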
# Myeloid diff MLP GFP+ MAC1+ %: recorded beside Myeloid diff MLP, whose call it bears; GFP+ MAC1+ double positive, %; measured here: differentiation confirmed by MAC1 staining
# * hit, by the source's call; i = inactive; . = not tested or not shown; + = active, no number.
# The line under a structure holds: T cell modulator	T cell modulator vesicle-bound %	b-catenin transl	b-catenin transl cell count 5 µM	Myeloid diff MLP	Myeloid diff MLP GFP+ MAC1+ %	Lipid droplet	Lipid droplet cells 6.5 µM	MT stabilizer	MT stabilizer Hoechst-high %	MT stabilizer cytotoxicity %	human PMI inhibition	Dynein transport	Dynein transport cytoplasmic EGFP	Dynein transport nuclear GR-EGFP	Dynein transport cell count	Insulin prom up	Insulin prom up cell count	TNAP activation fold
> C#CCn1c(=O)cc(C)c2ccccc21
→ i	49	0.9	1361	i	0.1	-1	723	3.1	0.9	4.3	6%	-0.13	-0.24	-0.055	-0.3	-0.21	1447	1.1
> CC1(C)Cn2c(nnc2-c2cccc(O)c2)S1
→ i	9	-2.6	1070	+	13*	1	819	3.7	3.3	3.3	9%	-0.36	-0.28	-0.076	0.14	-0.07	778	1
> Cc1ccc(NC(=O)N2CCCC2)cc1Cl
→ i	49	-0.2	938	i	0.2	-28	654	1.6	2.3	16	-9%	0.79	-0.068	0.61	-0.39	1.4	1567	1
> c1cncc(CSc2nnc3ccc(-c4ccncc4)nn23)c1
→ i	32	-0.9	1037	i	1.0	20	705	5.4	1.1	2.3	-4%	-0.28	-0.32	-0.44	0.73	0.75	1283	1.1
> COCCCNC(=O)Cn1nnc(-c2ccc(NC(=O)c3ccccc3OC)cc2)n1
→ i	4	-4.7	998	i	1.0	.	.	2.9	2.8	13	3%	-0.53	-0.039	-0.35	1	0.29	1161	1.1
> Fc1ccccc1NC(=S)N(CCN1CCCCCC1)Cc1cccs1
→ i	13	-1.3	1036	i	0.8	12	777	2.1	1.3	9.4	-13%	-0.93	-0.29	-0.5	0.74	0.05	1229	1.2
> CC(C)(C)NC(=O)NC(=O)COC(=O)C1=COCCO1
→ i	27	2.5	1142	i	1.0	-1	780	1.2	1.1	10	-4%	-0.5	-0.25	-0.081	0.55	-1.5	1062	1.1
> CC(=O)Nc1c(C(=O)N2CCCCCC2)cnn1-c1ccccc1Cl
→ i	22	-3.1	1031	i	1.1	-3	697	2.7	1.6	5.4	-9%	-0.5	-0.15	0.0094	-0.79	1	1133	1.1
> CCNc1nc(N2CCOCC2)nc(N(c2ccccc2)c2ccccc2)n1
→ i	5	0.3	1080	i	0.5	0	672	3.3	0.3	27	13%	0.19	-0.22	0.42	0.62	-0.09	1521	1
> CCS(=O)(=O)N1Cc2ccccc2CC1C(=O)Nc1cccc(C)c1 (stereo not drawn)
→ i	45	2.3	945	i	0.1	4	620	1.6	2.3	1.7	0%	-1	-0.38	-0.81	0.75	-0.31	1586	1.2
> COc1ccc(-c2ccc(OC)cc2C(=O)O)cc1
→ i	62	.	.	i	0.2	-3	718	2.3	1.8	2.9	13%	0.33	-0.14	0.58	0.46	.	.	1.1
> Cn1ncc(N=Cc2ccccc2O)c1C(=O)N1CCOCC1
→ i	47	-8.7	980	i	1.2	.	.	2.4	4.0	5.6	-12%	-1.2	-0.15	-0.22	1.5	-0.55	895	1
> C=CCn1cnc2c(c1=O)c1nc3ccccc3nc1n2-c1ccccc1
→ .	.	-0.3	1212	.	.	.	.	.	.	.	16%	.	.	.	.	0.67	1017	1.1
> CCCc1nc2ccccc2c(C(=O)OCc2nnc(-c3cc(OC)c(OC)c(OC)c3)o2)c1CC
→ i	28	-4.7	1072	i	0.6	-16	729	2.0	2.6	16	15%	3.9	-0.2	1.7	-1.1	-1.1	887	0.9
> O=[N+]([O-])c1ccc2[nH]nc(-c3ccccc3)c2c1
→ i	52	-1.5	1001	i	0.3	0	626	4.4	1.9	5.9	8%	0.61	-0.24	0.34	-0.23	-0.91	1308	1.1
> NCCCC[C@@H]1NC(=O)c2cc([N+](=O)[O-])cc(F)c2NCCCC[C@@H](C(N)=O)NC(=O)CNC1=O
→ .	.	.	.	i	0.5	-3	667	2.5	1.8	0.6	3%	-0.34	-0.3	0.31	0.71	0.58	1309	1
> O=C(CCS(=O)(=O)c1ccccc1)Nc1nccs1
→ i	39	.	.	i	3.1	.	.	1.1	2.8	8.6	8%	2.3	-0.08	1.7	-1.2	0.84	879	1.1
> CC(=O)Nc1ccc(NC(=O)CN2CCCC(C)C2)c(Cl)c1 (stereo not drawn)
→ i	53	-0.6	1124	i	0.8	.	.	0.9	1.3	0.9	11%	0.013	-0.21	-0.13	-0.18	-0.29	1130	1.1
> Cc1ccc(S(=O)(=O)Nc2ccc(NC(=O)Nc3cccc(C(F)(F)F)c3)cc2)cc1
→ i	18	0.4	1133	i	0.7	2	552	8.4	1.5	2.9	22%	2.5	-0.075	1.4	-1.4	-1.1	1298	1.1
> CN1C(=O)C(CC(=O)Nc2ccc(F)cc2)N(Cc2cccs2)C1=S (stereo not drawn)
→ i	33	-2.3	1146	i	0.5	-14	744	.	.	.	.	1.2	-0.23	0.55	-0.27	0.33	1515	.
> CC(C)(C)Nc1nc(Oc2ccc(=O)[nH]n2)nc(N2CCOCC2)n1
→ i	29	0.4	1159	i	0.5	-2	764	3.3	2.8	3.9	1%	0.32	-0.21	0.29	-0.001	0.47	1192	1.1
> Cc1ccc(OCCCCNC(C)(C)C)c([N+](=O)[O-])c1
→ i	3	0.7	1038	i	0.2	6	654	3.8	2.4	3.3	7%	-0.72	-0.22	-0.53	0.15	0.87	1583	1.1
> CCCNC(=O)Cn1c(=O)/c(=C\c2ccc(-c3ccc([N+](=O)[O-])cc3)o2)s/c1=C\C(=O)C(C)(C)C
→ i	35	1.3	1019	+	19*	-6	622	9.4	7.2	4.2	-21%	-4.9	8.2	-0.91	-2.3	.	.	0.7
> N#Cc1ccccc1Sc1ccccc1C(=O)Nc1ccc2ccccc2c1
→ i	56	0.4	1042	i	0.1	21	643	2.4	2.8	11	11%	0.28	-0.17	0.058	-0.61	-0.5	1388	1.1
> O=C(CSc1ncn[nH]1)c1ccc2c(c1)OCCO2
→ i	22	.	.	i	8.8	4	701	1.5	1.7	7.2	14%	-0.94	-0.26	-0.65	0.035	0.37	1257	1
> COc1cc2nc(COc3ccccc3[N+](=O)[O-])oc(=O)c2cc1OC
→ i	33	0.8	903	i	0.3	31	531	2.7	3.4	10	0%	-1.6	0.046	-0.35	0.47	.	.	1.2
> O=C(COc1ccc(F)cc1)N1CCC(c2ccccc2)C1 (stereo not drawn)
→ i	37	-1.4	1116	i	1.5	-17	733	2.8	1.9	8.3	11%	-1.2	-0.23	-0.6	1.1	.	.	1.1
> COCCCNC(=S)N/N=C/c1ccc(O)cc1O
→ i	21	-1.7	1320	i	0.5	10	782	.	.	.	.	-0.94	-0.02	0.12	0.51	-0.66	967	.
> CCCC(C)C(=O)Nc1ccc(Cl)cn1 (stereo not drawn)
→ i	28	1.6	1002	i	1.6	3	757	4.7	3.3	4.8	15%	1.7	-0.16	1	-1.4	0.62	1257	1.1
> COc1ccccc1C(c1nnnn1Cc1ccccc1)N1CCN(c2nc3ccccc3s2)CC1 (stereo not drawn)
→ i	23	-1.8	999	i	0.6	.	.	2.1	0.9	3.4	-3%	-0.73	-0.19	-0.05	2.5	-5.1	729	1.1
> O=c1c2cnn(-c3ccccc3)c2ncn1Cc1ccccc1
→ i	20	2.7	910	i	0.7	13	715	2.6	2.0	3.7	-12%	-0.099	0.22	-0.36	0.49	-0.11	1111	1.1
> Cc1ccc(Cn2ccc(NC(=O)c3cc(-c4cccc(Cl)c4)on3)n2)cc1
→ i	56	0.9	684	i	8.2	.	.	3.3	1.4	6.3	5%	-0.2	-0.42	0.033	0.12	0.17	1019	1.1

# Record cards, from the list above. Values in the order: T cell modulator	T cell modulator vesicle-bound %	b-catenin transl	b-catenin transl cell count 5 µM	Myeloid diff MLP	Myeloid diff MLP GFP+ MAC1+ %	Lipid droplet	Lipid droplet cells 6.5 µM	MT stabilizer	MT stabilizer Hoechst-high %	MT stabilizer cytotoxicity %	human PMI inhibition	Dynein transport	Dynein transport cytoplasmic EGFP	Dynein transport nuclear GR-EGFP	Dynein transport cell count	Insulin prom up	Insulin prom up cell count	TNAP activation fold
# Listed for COc1cc2nc(COc3ccccc3[N+](=O)[O-])oc(=O)c2cc1OC = i	33	0.8	903	i	0.3	31	531	2.7	3.4	10	0%	-1.6	0.046	-0.35	0.47	.	.	1.2
# Listed for NCCCC[C@@H]1NC(=O)c2cc([N+](=O)[O-])cc(F)c2NCCCC[C@@H](C(N)=O)NC(=O)CNC1=O = .	.	.	.	i	0.5	-3	667	2.5	1.8	0.6	3%	-0.34	-0.3	0.31	0.71	0.58	1309	1
# Listed for CCCC(C)C(=O)Nc1ccc(Cl)cn1 (stereo not drawn) = i	28	1.6	1002	i	1.6	3	757	4.7	3.3	4.8	15%	1.7	-0.16	1	-1.4	0.62	1257	1.1

# Screening results: PubChem BioAssay, several laboratories
